Screens: PubChem BioAssay, several laboratories
PrPC surface inh = inhibitors of human cell surface prion protein PrPC, primary screen, cell-based, TR-FRET; Major prion protein (Homo sapiens), P04156; TR-FRET read-out; inhibition, % at 13.8 µM; 0.43% of 370,000 active; AID 720596, 2013; in the data active = inhibition above about 24%; also: 0% = median of the test wells and 100% = reference compound wells
PriA SSB inh = inhibitors of Klebsiella pneumoniae PriA binding to SSB C-terminal tail, primary screen, biochemical, AlphaScreen. PriA–SSB C-terminal tail interaction (Klebsiella pneumoniae). AlphaScreen SSBct-PriA binding, biotinylated peptide. inhibition, % at 33 µM. 0.6% of 430,000 active; in the data active = inhibition mostly above about 37%, no sharp cut-off; inactive = mostly below about 20%;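 also: plate controls were negative control peptide for no effect and reference peptide for full effect; strong numbers were not always called active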
Rv3671c inh = Rv3671c serine protease inhibitors, primary screen, biochemical, fluorescence polarization, M. tuberculosis H37Rv | P9WHR9 | inhibition, % at 5.96 µM | 0.048% of 320,000 active | AID 2606, 2010; in the data active = inhibition above about 38%;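 also: extracellular domain of Rv3671c used as enzyme; 0% = enzyme with DMSO and 100% = no enzyme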
BH1578 lux ind = inducers of Vibrio cholerae quorum light production without autoinducers, primary screen, BH1578 luxS cqsA deficient, single point; 0.16% of 350,000 active; activation, % at 18.7 µM; V. cholerae BH1578 lux reporter, luminescence, 6 h; AID 588436, 2011; in the data active = activation mostly above about 9.7%, no sharp cut-off; also: not every result past the cut was called active; inactives centre near 0; reference of the scale not given here
Y pestis TopoI = Yersinia pestis topoisomerase I inhibitors, primary screen, biochemical, cleavage product accumulation, plate reader, single point; DNA topoisomerase I (Yersinia pestis CO92); AID 504884, 2011; Y. pestis Topo-I cleavage product accumulation; 0.064% of 360,000 active; activity, % at 10 µM; in the data active = activity above about 50%, passing the limit was not always enough; also: inactives centre near 2
TcdB GH inh = TcdB glycohydrolase inhibitors, primary screen, biochemical, single point, plate reader; Toxin B (Clostridioides difficile), P18177; 0.24% of 350,000 active; AID 652162, 2013; inhibition, % at 9.99 µM; TcdB glycohydrolase enzymatic assay; in the data active = inhibition above about 10%
Target sequence (P18177 whole entry, looked up): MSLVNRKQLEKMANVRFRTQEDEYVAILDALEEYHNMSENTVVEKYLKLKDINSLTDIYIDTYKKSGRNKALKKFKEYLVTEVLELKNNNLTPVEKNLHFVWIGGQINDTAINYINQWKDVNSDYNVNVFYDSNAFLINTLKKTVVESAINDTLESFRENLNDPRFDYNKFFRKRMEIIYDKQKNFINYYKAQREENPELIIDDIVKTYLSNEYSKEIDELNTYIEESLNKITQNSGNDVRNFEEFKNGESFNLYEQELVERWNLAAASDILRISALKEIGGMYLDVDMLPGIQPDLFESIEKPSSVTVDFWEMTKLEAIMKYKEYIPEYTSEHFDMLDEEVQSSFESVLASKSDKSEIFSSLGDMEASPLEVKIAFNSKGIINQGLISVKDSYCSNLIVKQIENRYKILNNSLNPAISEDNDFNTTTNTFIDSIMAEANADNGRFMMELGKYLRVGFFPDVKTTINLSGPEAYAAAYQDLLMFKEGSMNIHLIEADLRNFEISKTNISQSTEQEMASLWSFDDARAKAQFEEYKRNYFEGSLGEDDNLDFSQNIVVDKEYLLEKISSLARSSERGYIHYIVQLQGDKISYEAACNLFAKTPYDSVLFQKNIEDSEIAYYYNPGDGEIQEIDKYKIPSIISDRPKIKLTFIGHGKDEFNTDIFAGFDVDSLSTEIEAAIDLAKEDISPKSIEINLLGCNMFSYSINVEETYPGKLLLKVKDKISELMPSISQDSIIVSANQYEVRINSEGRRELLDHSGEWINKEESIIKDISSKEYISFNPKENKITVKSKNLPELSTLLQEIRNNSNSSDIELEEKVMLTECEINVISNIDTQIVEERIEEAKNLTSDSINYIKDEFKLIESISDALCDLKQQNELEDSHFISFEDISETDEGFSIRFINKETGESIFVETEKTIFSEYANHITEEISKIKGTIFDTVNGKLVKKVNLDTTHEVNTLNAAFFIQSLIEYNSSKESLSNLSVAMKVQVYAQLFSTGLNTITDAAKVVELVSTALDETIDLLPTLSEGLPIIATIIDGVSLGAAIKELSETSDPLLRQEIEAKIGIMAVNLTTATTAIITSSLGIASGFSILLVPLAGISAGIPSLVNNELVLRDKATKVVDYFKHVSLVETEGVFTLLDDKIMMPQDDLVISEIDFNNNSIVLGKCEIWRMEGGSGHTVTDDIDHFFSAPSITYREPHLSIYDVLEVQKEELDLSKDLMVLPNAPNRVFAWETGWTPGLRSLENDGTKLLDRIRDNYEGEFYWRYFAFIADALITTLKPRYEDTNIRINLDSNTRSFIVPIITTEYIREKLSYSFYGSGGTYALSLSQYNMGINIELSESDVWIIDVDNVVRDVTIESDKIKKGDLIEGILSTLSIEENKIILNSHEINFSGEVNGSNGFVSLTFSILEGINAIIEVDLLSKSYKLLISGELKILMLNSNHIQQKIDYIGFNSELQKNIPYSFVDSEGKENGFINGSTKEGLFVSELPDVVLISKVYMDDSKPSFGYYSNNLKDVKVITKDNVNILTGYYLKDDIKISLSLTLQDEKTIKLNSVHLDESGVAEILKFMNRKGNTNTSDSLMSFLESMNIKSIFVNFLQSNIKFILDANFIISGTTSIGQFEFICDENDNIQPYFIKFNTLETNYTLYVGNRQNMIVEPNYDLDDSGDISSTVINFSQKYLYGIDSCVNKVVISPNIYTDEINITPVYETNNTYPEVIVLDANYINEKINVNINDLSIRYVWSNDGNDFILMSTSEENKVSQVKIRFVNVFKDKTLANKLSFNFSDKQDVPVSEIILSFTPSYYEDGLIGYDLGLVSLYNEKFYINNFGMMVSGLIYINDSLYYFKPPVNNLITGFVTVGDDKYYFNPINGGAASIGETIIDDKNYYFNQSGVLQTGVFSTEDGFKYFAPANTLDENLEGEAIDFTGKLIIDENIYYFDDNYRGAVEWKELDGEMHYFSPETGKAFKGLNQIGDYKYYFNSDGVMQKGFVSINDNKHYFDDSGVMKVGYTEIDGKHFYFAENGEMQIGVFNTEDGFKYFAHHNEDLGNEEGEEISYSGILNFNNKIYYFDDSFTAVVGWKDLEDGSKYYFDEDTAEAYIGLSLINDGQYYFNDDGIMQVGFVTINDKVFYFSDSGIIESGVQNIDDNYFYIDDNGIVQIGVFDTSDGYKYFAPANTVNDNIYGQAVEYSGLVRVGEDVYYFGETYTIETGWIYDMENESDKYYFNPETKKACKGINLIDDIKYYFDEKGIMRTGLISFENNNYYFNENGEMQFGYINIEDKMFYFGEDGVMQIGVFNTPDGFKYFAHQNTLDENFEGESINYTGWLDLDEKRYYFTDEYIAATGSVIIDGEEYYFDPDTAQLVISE
CCHF vOTU inh = CCHFV vOTU protease inhibitors, primary screen, biochemical, Pep-AMC substrate, fluorescence; inhibition, % at 11.5 µM; Crimean-Congo hemorrhagic fever virus L polyprotein viral ovarian tumor (vOTU) protease …; 0.55% of 370,000 active; in the data active = inhibition above about 30%; also: 0% = vehicle wells with enzyme and 100% = no enzyme wells
MazF activator = activators of E. coli MazEF toxin-antitoxin RNase, primary screen, biochemical, fluorescence, uHTS. Endoribonuclease toxin MazF (Escherichia coli (strain K12)), P0AE70. FAM/BHQ RNA-DNA oligo cleavage fluorescence, 5 h. activation, % at 20 µM. 0.32% of 350,000 active; in the data active = activation above about 50%
DUSP3 inh = VHR1 phosphatase inhibitors, primary screen, biochemical, absorbance, uHTS; Dual specificity protein phosphatase 3 (Homo sapiens), P51452; recombinant VHR phosphatase, pNPP absorbance; inhibition, % at 13.3 µM; 0.52% of 290,000 active; in the data active = inhibition above about 50%; also: some compounds called inactive have numbers as strong as hits
3CLpro inhibitor = SARS-CoV 3CLpro protease inhibitors, primary screen, biochemical, quenched FRET; 0.14% of 290,000 active; inhibition, % at 6 µM; Replicase polyprotein 1ab (Severe acute respiratory syndrome coronavirus), P0C6X7; recombinant SARS-CoV 3CLpro, quenched FRET peptide cleavage; AID 1706, 2009; in the data active = inhibition above about 12%
The depositor's hits bear a star; i = inactive; x = not tested or not shown. These rows are one share of the data; rates above refer to the full screens.

Every second line gives: Rv3671c inh	MazF activator	BH1578 lux ind	TcdB GH inh	PriA SSB inh	3CLpro inhibitor	DUSP3 inh	CCHF vOTU inh	Y pestis TopoI	PrPC surface inh
CCCCN1C(=O)CC2CCOC21C (stereo unspecified)
    x	10	i	0.5	x	x	x	5	0	-4
Cc1cccc(C(=O)Nc2oc(-c3ccccc3)cc2C#N)c1
    -3	24	-1.0	x	-2	3	-3	7	3	-1
C#CCOCCOCCOCCNc1nc(N2CCN(C(=O)[C@H](Cc3ccc(O)cc3)n3cc(C(N)CC(C)C)nn3)CC2)nc(N2CCN(C(=O)[C@H](CCC(=O)O)n3cc(C(N)[C@H](C)CC)nn3)CC2)n1 (stereo partly specified)
    -2	-10	i	x	-5	0	18	x	17	x
S=c1[nH]nc(CNc2ccc(Cl)cc2)n1Cc1ccccc1
    -2	7	-0.3	0.8	7	5	24	3	9	8
O=C(Cc1ccc(-n2cccc2)cc1)NCc1ccccc1Cl
    8	1	i	x	-9	4	-4	9	1	9
Cc1ccc(C(=O)Nc2nnc(S(=O)(=O)N3CCN(c4ccc(F)cc4)CC3)s2)cc1
    4	2	-2.1	-0.2	0	0	-7	12	3	1
Cc1onc(-c2ccccc2)c1C(=O)Nc1nnc(N(C)Cc2ccccc2)s1
    4	-8	-0.4	1.8	-12	4	12	-2	24	-8
COc1cc(C=NNc2ccc(S(=O)(=O)Nc3ccccc3C(=O)O)cc2[N+](=O)[O-])ccc1O
    47*	3	2.4	-0.4	49*	x	x	26	-12	-16
COc1cccc(NC(=O)COC(=O)CC(NC(N)=O)c2ccc(Cl)cc2)c1 (stereo unspecified)
    -8	-5	-0.2	0.9	-3	1	3	16	0	7
O=C(Nc1ncccc1Cl)c1ccccc1F
    2	2	i	x	-3	7	-4	-23	-2	-6
CN=C1S/C(=C\c2ccc(N3CCOCC3)c(F)c2)C(=O)N1C
    -9	-11	0.3	x	-1	1	29	-10	6	-6
O=C(NC1CCCCC1)C(c1ccc(F)cc1)N(Cc1ccco1)C(=O)c1ccccn1 (stereo unspecified)
    -6	7	i	0.7	0	1	9	9	6	-2
CC(C)OCCCNC(=O)CCC(=O)NNc1nc2ccccc2c2nc(-c3ccccc3)nn12
    2	12	-0.7	x	-7	4	1	6	17	-1
COc1cc(C#Cc2ccc3cc(C(C)(C)O)oc(=O)c3c2)cc(OC)c1
    -7	10	-1.7	0.9	-8	x	x	-6	5	2
COC(=O)C1CCc2c(ccc3c2CCCC3)C1=O (stereo unspecified)
    x	-2	i	2.2	-14	x	x	0	14	5

Continued (2 carried over from the part before).
Every second line gives: Rv3671c inh	MazF activator	BH1578 lux ind	TcdB GH inh	PriA SSB inh	3CLpro inhibitor	DUSP3 inh	CCHF vOTU inh	Y pestis TopoI	PrPC surface inh
COc1cc(C#Cc2ccc3cc(C(C)(C)O)oc(=O)c3c2)cc(OC)c1
    -7	10	-1.7	0.9	-8	x	x	-6	5	2
COC(=O)C1CCc2c(ccc3c2CCCC3)C1=O (stereo unspecified)
    x	-2	i	2.2	-14	x	x	0	14	5
Nc1nc(SCC(=O)NCCC(c2ccccc2)c2ccccc2)n[nH]1
    -5	2	7.2	x	-10	1	9	2	3	9
CCN1CCN(CCc2nc3cc([N+](=O)[O-])ccc3n2C)CC1
    -1	3	i	0.5	-13	5	0	0	0	-14
COc1ccccc1CNC(=O)COc1ccc(Br)c(C)c1
    -3	-7	i	1.5	-10	-2	18	4	43	16
Cc1ccc(Oc2ccc(-c3nc(N)nc(N)n3)cc2)cc1C
    -18	16	-0.8	x	-5	4	-4	-4	0	4
N=C1S/C(=C\c2ccc(-c3ccccc3C(=O)O)o2)C(=O)N1c1ccc2c(c1)OCO2
    x	-4	-0.5	-2.4	-9	9	16	-1	-8	-12
Cc1nc2ccccc2c2oc(C(=O)NCCCN3CCC(C)CC3)cc12
    11	3	-0.8	1.4	-2	0	17	-6	1	-3
Cc1cc(C)cc(N2C(=O)/C(=C\c3ccc(N4CCN(C)CC4)o3)C(=O)NC2=S)c1
    -18	-546	i	-0.8	-3	3	34	10	-8	7
Cc1ccccc1C(=O)NCCCNC(=O)c1cnccn1
    -3	15	i	1.1	-9	-8	24	-17	5	0
O=C(Cc1ccccn1)c1ccncc1
    x	1	i	10*	2	x	x	-10	4	-10
CC(C)Oc1ccc(CCc2n[nH]c(=S)n2-c2ccccc2)cc1
    8	-32	-0.3	2.0	-6	4	19	-9	1	10
CN1CCC(Oc2ccc(Sc3ccccc3)cc2)CC1
    10	11	-1.0	-0.7	3	4	2	-14	-1	-2
CCOc1ccc(-n2cnnn2)cc1S(=O)(=O)NCCc1ccc(OC)c(OC)c1
    7	-3	1.5	x	1	-8	3	-16	-8	-2
Cc1ccc(C(=O)C2C(=O)C3CCC2C3)cc1 (stereo unspecified)
    x	x	i	0.1	x	x	x	-2	2	-3
CCN1CCN(CCCN(Cc2ccco2)C(=S)Nc2cc(Cl)ccc2C)CC1
    -2	8	-0.7	0.7	5	3	14	-6	-4	-4
CCCNc1ncnc2onc(C)c12
    -2	5	-1.9	0.4	1	3	18	14	-3	10
O=C(CN1CCSC1=O)N1CCN(S(=O)(=O)c2ccc(Cl)cc2)CC1
    -11	2	i	0.0	-4	x	x	-2	-6	-6
N#CC1(c2ccc(NC(=O)c3ccccc3)cc2)CCCC1
    -3	x	5.0	x	x	8	16	x	6	x
COC(=O)C1CCN(C(=O)c2sc3nc(-c4ccc(F)cc4)cn3c2C)CC1
    -4	1	-0.1	x	-13	2	-16	2	-2	-1
COc1ccc(Cn2c(N)c(C(=O)NCc3ccco3)c3nc4ccccc4nc32)cc1
    -50	-6	-2.1	x	-11	-4	26	-65	32	-1
CC1CC/C(=C\c2ccc3c(c2)OCO3)C(=O)/C1=C/c1ccc2c(c1)OCO2 (stereo unspecified)
    1	-18	-1.5	x	8	1	16	1	7	8
O=C(NC(=S)NCCO)c1cn(-c2ccccc2)nc1-c1ccccc1
    -1	7	i	-4.1	-10	0	20	19	6	7
O=C(Nc1ccc([N+](=O)[O-])cn1)c1cc(-c2cccc(Br)c2)nc2ccccc12
    2	8	-0.4	-7.5	3	1	5	6	2	1
CC1(C)CC(=O)C(Sc2ccccc2)=C(O)C1
    5	7	0.9	-0.3	-11	-2	32	-6	-1	1
Cc1noc(C)c1C(=O)N1CCC1(C)C(=O)NS(=O)(=O)c1ccc(F)cc1F (stereo unspecified)
    x	x	0.1	0.2	x	x	x	-2	6	1
COc1ccc(/C=C/CN2CCN(Cc3cccc(OC)c3)C(CCO)C2)cc1 (stereo unspecified)
    -2	-4	-1.5	0.5	-4	2	25	6	-6	-3
COc1ccccc1C(=O)NNC(=O)C(=O)Nc1ccc(C)c(Cl)c1
    2	-6	-0.2	1.6	-13	-1	21	22	12	3
CC(C)c1cc(=O)[nH]c(SCC(=O)NC2CCCC2)n1
    -5	-5	i	1.6	1	1	1	1	-1	-4
Cc1ccc(C)c(OCC(=O)NC(Cc2c[nH]c3ccccc23)C(=O)O)c1 (stereo unspecified)
    1	-7	i	0.4	-7	1	12	8	5	-1
CCn1c(COc2ccc(OC)cc2)nc2ccccc21
    0	2	i	x	-22	-1	40	23	7	1
COc1ccc(CCNC(=O)C2CC3Cn4c(nc5cc(Cl)c(Cl)cc54)C3N2C)cc1 (stereo unspecified)
    -2	2	i	0.7	-5	x	23	-9	19	4

Just Rv3671c inh and PrPC surface inh (2 entries from above):
SMILES | Rv3671c inh | PrPC surface inh
COc1ccc(Cn2c(N)c(C(=O)NCc3ccco3)c3nc4ccccc4nc32)cc1 | -50 | -1
CC1CC/C(=C\c2ccc3c(c2)OCO3)C(=O)/C1=C/c1ccc2c(c1)OCO2 (stereo unspecified) | 1 | 8

Continuation:
Every second line gives: Rv3671c inh	MazF activator	BH1578 lux ind	TcdB GH inh	PriA SSB inh	3CLpro inhibitor	DUSP3 inh	CCHF vOTU inh	Y pestis TopoI	PrPC surface inh
COc1cccc(CC(NC(C)=O)C(=O)NC2CCN(C(=O)c3ccncc3)CC2)c1OC (stereo unspecified)
    x	-4	-0.9	-0.1	-7	2	39	8	-6	6
Cc1ccc(N2CCN(/N=C/c3cccnc3)CC2)cc1
    x	-6	-1.5	-0.9	x	1	15	-5	-10	-4
CCCCCCc1cc2cc(S(=O)(=O)c3ccc(F)cc3)c(=O)oc2cc1O
    -7	-62	-0.2	1.0	-28	-1	3	-12	-4	-6
C[C@]12C(=O)N(c3cccc(Cl)c3)C(=O)N1[C@@H]1c3ccccc3OC[C@@H]1[C@H]2c1ccccc1
    -12	0	0.1	0.7	-5	x	x	-4	4	4
c1ccc(CCn2nnnc2CN2CCC(n3nnc4ccccc43)CC2)cc1
    4	0	-0.4	x	-15	2	18	-9	18	3
O=C(CNS(=O)(=O)c1cccc2nonc12)NCc1ccc(F)cc1
    8	-3	i	x	-7	-1	6	-2	-6	-27
O=C(Nc1nnc(SCc2cccnc2)s1)C1CC(=O)N(c2ccc(F)cc2)C1 (stereo unspecified)
    1	-10	0.0	-1.1	-11	-2	4	13	11	3
COc1ccc(C(=O)C2CCCN(C(=O)c3ccc(OC)o3)C2)c(C)c1 (stereo unspecified)
    -3	0	i	2.0	-1	-1	-3	-6	14	0
O=C(NN=Cc1ccccc1C(=O)O)C(=O)NN=Cc1ccccc1C(=O)O
    x	6	i	-2.9	-10	x	x	11	3	-5
O=c1[nH]c2c(=O)[nH]cnc2nc1-c1ccccc1
    4	-7	-1.0	0.4	-4	x	x	-77	-3	-7
Cc1[nH]n(-c2ccccc2)c(=O)c1N=Nc1ccccc1C(=O)N1CCCCC1
    -4	7	-0.3	0.2	2	4	4	-9	-10	0
CCNC(=S)N1C2CCC1CC(NC(=O)NC1CCCCC1)C2 (stereo unspecified)
    0	3	1.7	0.5	-9	0	-1	-6	10	0
